Assay outcomes: PubChem BioAssay, several laboratories
MT1-MMP act inh – MT1-MMP (human) activation inhibition; 0.061% of 360,000 active; HT1080 RFP-PRO-GFP cells, GFP/RFP ratio fluorescence, overnight; percent of plate control window, DMSO zero; GFP/RFP ratio change, % at 20 µM; P50281;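 active means GFP/RFP ratio change of at least 30% with cell ATP level not reduced by more than half and red fluorescence within 50% of control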; further: strong numbers were not always called active
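Assay system: HT1080 RFP-PRO-GFP cells | Dosing: 20 µM single dose, 1% DMSO | Incubation: Cells overnight before dosing, compound overnight, 37 °C, 5% CO2 | Evaluation: GFP/RFP fluorescence ratio | Control set: DMSO-only wells and HT1080 RFP-L50D-GFP cell wells as references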
Neddylation inh – inhibitors of human cullin neddylation; P61081+Q13564; TR-FRET cullin neddylation, biochemical; calls only at 25 µM; 0.58% of 360,000 active; in the data active means inhibition above about 36%
CendR NRP1 mod – alters CendR peptide binding to human NRP-1. inhibition, % at 25 µM. FAM-RPARPAR peptide binding to NRP-1, fluorescence polarization. 0.85% of 360,000 active. AID 602438;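 active means inhibition or corrected inhibition above about 18%, plus a signal ratio from 0.5 to 1.5, limit read from the data, passing the limit was not always enough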; further: strong numbers were not always called active
E coli Lon inh – inhibitors of E. coli Lon protease; 0.42% of 360,000 active; P0A9M0; purified E. coli Lon protease, fluorescence polarization; inhibition, % at 7.94 µM; in the data active means inhibition above about 13%, passing the limit was not always enough;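 further: 0% = enzyme with probe and DMSO and 100% = no enzyme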
Rin1-Abl PPI inh – human Rin1-Abl interaction inhibition | P00519+Q13671 | TR-FRET Rin1/Abl binding, biochemical | inhibition, % at 7.35 µM | 0.4% of 360,000 active | AID 588664; in the data active means inhibition above about 5%, passing the limit was not always enough
FAS TE block – FAS thioesterase (human) inhibition | inhibition, % at 15 µM | P49327 | recombinant FAS-TE, OMFH fluorogenic substrate, fluorescence endpoint | 0.67% of 360,000 active;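 active means compounds whose normalised, plate-corrected inhibition of enzyme fluorescence in the single-dose primary screen is 50% or more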;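 further: 0% = DMSO with enzyme and 100% = substrate without enzyme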
SKN-1 inh – C. elegans SKN-1 inhibition; 0.49% of 360,000 active; inhibition, % at 21.8 µM; AID 624304; C. elegans VP596 Pgst-4::GFP/RFP ratio, acrylamide-induced, 24 h;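 active means interference check ratio from 0.5 to 1.5 plus GFP to RFP signal ratio inhibition reaching or exceeding a fixed threshold, cut at about 30% in these data, passing the limit was not always enough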; further: some compounds called inactive have numbers as strong as hits
MsrA act – activators of bovine methionine sulfoxide reductase A | purified bovine MsrA, absorbance read-out | activation, % at 10.6 µM | 0.3% of 360,000 active | AID 602163; in the data active means activation above about 7.5%;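 further: 0% = vehicle and 100% = reference activator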
PABP1 MLLE inh – inhibitors of microRNA-mediated deadenylation, human PABP1 MLLE binding; P11940; GST-MLLE / FITC-PAM2 fluorescence polarization; inhibition, % at 20 µM; 0.36% of 360,000 active; in the data active means inhibition above about 35%, passing the limit was not always enough;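 further: plate controls were DMSO wells with GST-MLLE for no effect and wells lacking GST-MLLE protein for full effect; some results filed as inactive read as strong as hits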
The depositor's hits bear a star; i = inactive; · = not tested or not shown; + = active, no number.

SMILES	MT1-MMP act inh	Neddylation inh	CendR NRP1 mod	E coli Lon inh	Rin1-Abl PPI inh	FAS TE block	SKN-1 inh	MsrA act	PABP1 MLLE inh
Oc1cccc(/C=N/Nc2cccc3cccnc23)c1	-4	i	0	-1	0	14	11	-3	-7
CCCN(C)C1CN(Cc2cn(Cc3ccc(Cl)cc3)nn2)S(=O)(=O)C1 (configuration not stated)	3	i	10	-2	·	-13	5	-2	·
COc1ccc(/C=N/NC(=O)c2[nH]c3ccc(C)cc3c2-c2ccccc2)c(C(=O)O)c1OC	-4	i	5	0	0	-2	-4	-5	-8
O=C(NS(=O)(=O)Nc1ccccc1)C1=C(N2CCCC2)COC1=O	2	i	0	-1	0	-10	6	-5	1
Oc1ccc(Cl)cc1-c1cc(-c2ccccc2Cl)[nH]n1	4	i	2	-8	-3	-8	-25	-3	14
Clc1ccc(OCCSc2ncccn2)c2ccccc12	6	i	-9	-6	-3	27	10	-10	-4
Cc1ccc2c(CC(=O)NNC(=O)c3ccccc3)coc2c1	1	i	0	2	-2	-7	3	-5	6
O=C(N/N=C/c1c[nH]c2ccc(Br)cc12)c1ccc2c(c1)OCO2	2	i	-3	0	3	18	1	-4	-1
CCOC(=O)Cc1nnc(NCc2ccccc2)c2ccccc12	-3	i	6	-9	5	-4	8	1	0
CCn1cc([N+](=O)[O-])c(C(=O)N2N=C(c3ccc(O)c(OC)c3)CC2c2ccccc2O)n1 (configuration not stated)	-3	i	-23	-11	-4	9	4	-5	1
N=C1/C(=C\c2ccc(OC(=O)c3ccco3)cc2)C(=O)N=C2SC=NN12	-10	i	-11	-5	5	-10	2	-13	2
CCOC(=O)c1cnn(-c2ccccc2)c1-c1ccccc1	-6	i	6	-2	0	5	17	-2	-2
CC(C)C(OC(=O)/C=C/c1ccc2c(c1)OCO2)C(=O)NC(N)=O (configuration not stated)	5	i	-12	0	1	-1	11	-6	-9
Cc1ccc(C(=O)N/C(=C/c2ccco2)C(=O)N2CCOCC2)cc1	-2	i	-10	-4	-2	-3	24	-3	11
COc1ccc(Br)cc1C(=O)NC(=S)Nc1c(C)n(C)n(-c2ccccc2)c1=O	-7	i	-2	2	-1	2	-4	-4	22
CCCCCN(C(=O)CCCSc1nncs1)c1c(N)n(CCCC)c(=O)[nH]c1=O	6	i	-1	5	3	-1	-4	-2	-10
CCc1ccc(NC(=O)COC(=O)/C(=C/c2ccccc2OC)c2ccccc2)cc1	2	i	-2	-6	0	32	13	-5	6
COc1ccc(S(=O)(=O)N(C)C[C@H]2OCCCC[C@H](C)Oc3ccc(NC(=O)Nc4ccc(F)cc4)cc3C(=O)N([C@H](C)CO)C[C@H]2C)cc1	7	i	2	-4	4	32	-3	-2	-2
Cc1ccc(C(=O)CCC(=O)OCC(=O)NNC(=O)c2ccc([N+](=O)[O-])cc2)cc1	5	i	-10	2	4	7	-15	-9	1
COC1OC(c2ccccc2)=C(c2cnc(N)nc2)c2ccc(F)cc21 (configuration not stated)	-1	i	-2	0	·	-6	11	-4	·
Oc1ccc(COCc2ccccc2)c2cccnc12	2	i	-1	0	1	-1	-15	-12	2
CCOc1ccc(/C=N/NC(=O)Cc2csc(Nc3cccc(C(F)(F)F)c3)n2)c(OCC)c1	-3	i	14	5	-2	14	8	1	15
CCn1ncc(S(=O)(=O)NCc2ccco2)c1C	0	i	7	-6	4	-2	-6	-3	10
Cc1cc(C)nc(/N=C(/NC(=O)Nc2cccc(Cl)c2)Nc2ccccc2)n1	4	i	-5	0	6	36	6	-1	-9
S=c1[nH]nc(-c2ccncc2)n1CC1CCCO1 (configuration not stated)	-2	i	17	9	-1	-2	6	3	-16
Cc1nc2c(C)cccn2c1/C(O)=C1\C(=O)C(=O)N(CCN2CCOCC2)C1c1ccncc1 (configuration not stated)	8	i	4	-5	2	-7	-1	0	4
O=C(NNS(=O)(=O)c1ccccc1)c1csc(-c2cccnc2)n1	-9	i	7	5	0	-3	6	-2	-9
COc1cccc(/C=C/C(=O)c2ccc(NC3=NCCCS3)cc2)c1	1	i	2	-2	6	-7	18	-7	-10
CN(C(=O)CSc1cc(Cl)ccc1Cl)C1CCS(=O)(=O)C1 (configuration not stated)	2	i	12	-6	3	-10	-9	-11	7
O=C(O)c1ccccc1NC(=O)C(c1ccccc1)c1ccccc1	0	i	-10	10	0	-4	1	-3	-4
N#Cc1ccc2c(c1)NC(=O)C1CCCN21 (configuration not stated)	2	i	-8	-6	-2	2	1	-4	-5
CCCN1C(=O)/C(=C/c2ccncc2)SC1=S	4	i	-8	-8	1	-5	-1	-6	20
CC(C)(C)n1nnnc1C(c1cccs1)N1CCN(c2ccccc2)CC1 (configuration not stated)	2	i	-8	-6	1	11	-11	-4	-6
COC(=O)/C(=C\Nc1ccc(Cl)cc1Cl)NC(=O)c1ccc(Cl)cc1Cl	-11	i	5	5	0	18	8	-6	-15
Cc1[nH]ncc1N=Cc1ccc([N+](=O)[O-])cc1	5	i	-1	-9	-1	-1	0	-3	1
COc1ccc(/C=N/NC(=O)C(=O)NCC2CCCO2)cc1 (configuration not stated)	-4	i	-2	-3	4	-9	2	-5	-10
CC(C)Cn1c(N)c(C(=O)COC(=O)c2cccnc2Cl)c(=O)n(C)c1=O	6	i	6	-8	2	-1	-17	1	-1
COc1cccc(N2CCN(c3ccc4nnc(CCC(=O)Nc5ccccc5OC)n4n3)CC2)c1	0	i	0	-3	0	0	0	-1	12
CCOC(=O)C1(Cc2ccccc2C)CCCN(Cc2cc(OC)c(O)c(OC)c2)C1 (configuration not stated)	-3	i	-12	6	0	-1	6	-4	2
COc1cccc(NC(=S)NNC(=O)c2c([N+](=O)[O-])c(C)nn2C)c1	4	i	7	-2	-4	-4	-12	-12	12
COc1cc(C2c3c(oc4c(C)cc(C)cc4c3=O)C(=O)N2Cc2cccnc2)ccc1O (configuration not stated)	-1	i	4	7	-3	-12	-7	0	3
COc1ccc(N(Cc2cc3cccc(C)c3[nH]c2=O)S(=O)(=O)c2ccc(OC)cc2)cc1	-5	i	-3	-4	1	18	0	-5	-2
CSc1ncnc2c1ncn2CCCNCC1CCCCC1	10	i	-8	6	-3	-5	12	-2	10
O=C(NCCN1CCC(n2c(=O)[nH]c3ccccc32)CC1)c1ccc(OC(F)(F)F)cc1	3	i	-1	5	·	-6	16	0	·
O=C1OC(c2ccc(Cl)cc2)=N/C1=C\C=C\c1ccco1	-2	i	-2	-3	0	18	-2	0	-4
COc1cc(/C=N/Nc2ccc(Cl)c(C(=O)O)c2)ccc1OC(=O)c1cccs1	1	i	-12	0	2	5	-15	-4	1
O=C1CCC[C@@H]2Cc3nc4cc5c(cc4cc3[C@@H]3CCN1[C@H]23)OCO5	-4	i	24*	8	4	-14	4	-3	3
c1ccc(Nc2nc3ccccc3n3cnnc23)cc1	5	i	-4	-8	-5	-2	6	-2	2
Cc1nnc(SC(C)C(=O)N(C)C2CCCCC2)n1N (configuration not stated)	0	i	-3	2	0	-5	4	-5	-31
Cc1nnc(SCC(=O)Nc2ccc3c(c2)OCO3)s1	1	i	1	1	-2	-4	-1	-1	2
Cc1ccc(C)c(N2CCN(CC(=O)Nc3ccc4[nH]c(=O)[nH]c4c3)CC2)c1	6	i	10	2	-1	-8	5	-1	-19
COc1ccc(C2CCCN2C(=S)Nc2cccc(C)c2)cc1OC (configuration not stated)	1	i	4	-4	0	0	-6	-6	-138
Clc1ccc(OCCNCCc2ccccc2)cc1	-1	i	9	5	-1	1	5	-4	26
CC(Oc1cccc([N+](=O)[O-])c1)C(=O)NCCC1=CCCCC1 (configuration not stated)	-4	i	2	-9	1	72*	-8	-2	-6
O=C(Nc1ccc(Nc2ccccc2)cc1)c1c(Cl)cccc1Cl	15	i	2	1	3	25	6	-2	-9
CCN1/C(=C/c2ccc3cc(C)cc(C)c3[n+]2CC)Sc2cc(C)ccc21	-19	i	-221	-170	-6	-34	74	0	-171
CC(C)Cn1cc(C(=O)N2CCN(c3ccccn3)CC2)c2c3ccccc3n(C)c2c1=O	1	i	6	-7	-4	11	-7	-7	2
Cc1ccc(SCC(=O)Nc2cc(S(=O)(=O)N3CCCCC3)ccc2C)cc1	5	i	1	-5	3	9	6	-2	25
Oc1ccccc1/C=N/c1c(-c2ccco2)nc2ccccn12	-2	·	5	30*	-2	7	-4	-2	21
Clc1ccc(-c2ccc(-c3nn4c(-c5ccco5)nnc4s3)o2)cc1	-8	+	-26	-5	1	20	8	-7	4

Among those listed so far, these contain a nitro group on carbon.
SMILES	MT1-MMP act inh	Neddylation inh	CendR NRP1 mod	E coli Lon inh	Rin1-Abl PPI inh	FAS TE block	SKN-1 inh	MsrA act	PABP1 MLLE inh
CCn1cc([N+](=O)[O-])c(C(=O)N2N=C(c3ccc(O)c(OC)c3)CC2c2ccccc2O)n1 (configuration not stated)	-3	i	-23	-11	-4	9	4	-5	1
Cc1ccc(C(=O)CCC(=O)OCC(=O)NNC(=O)c2ccc([N+](=O)[O-])cc2)cc1	5	i	-10	2	4	7	-15	-9	1
Cc1[nH]ncc1N=Cc1ccc([N+](=O)[O-])cc1	5	i	-1	-9	-1	-1	0	-3	1
COc1cccc(NC(=S)NNC(=O)c2c([N+](=O)[O-])c(C)nn2C)c1	4	i	7	-2	-4	-4	-12	-12	12
CC(Oc1cccc([N+](=O)[O-])c1)C(=O)NCCC1=CCCCC1 (configuration not stated)	-4	i	2	-9	1	72*	-8	-2	-6

Other structures
SMILES	MT1-MMP act inh	Neddylation inh	CendR NRP1 mod	E coli Lon inh	Rin1-Abl PPI inh	FAS TE block	SKN-1 inh	MsrA act	PABP1 MLLE inh
O=C1CN(S(=O)(=O)c2ccccc2Cl)CCN1	-6	i	12	2	1	-2	-2	-1	34
COc1ccc(C(=O)c2ncc(C(F)(F)F)cc2Cl)cc1	2	i	0	-2	2	0	8	-4	-4
NS(=O)(=O)c1ccc(N=Nc2c(=O)[nH]n3c(=O)c4c([nH]c23)CCCC4)cc1	5	i	21	-3	-5	-6	16	-3	4
CCOc1ccc(N(CC)C(=O)c2nn(-c3ccc(OC)cc3)c(=O)c3c2c2ccccc2n3C)cc1	1	i	-1	8	1	6	5	-2	8
O=C(NNC(=O)c1ccccc1Cl)c1cccnc1	2	i	23*	-2	-2	-4	19	-2	2
CC(=O)c1c(C)[nH]c(C(=O)OCC(=O)Nc2cc(S(=O)(=O)N3CCCCC3)ccc2C)c1C	2	i	3	-2	-2	-4	1	-4	2
Cc1ccc(N2CCN(S(=O)(=O)c3ccc(F)cc3)CC2)c(C)c1	-4	i	4	3	-3	30	49	0	4
CCCCC(=O)Nc1cccc(-c2nc3ncccc3o2)c1	3	·	-5	-11	4	-6	-4	0	1
COc1cc2nc3n(c(=O)c2cc1OC)-c1cc2ccccc2cc1C(=O)NC3Cc1ccccc1 (configuration not stated)	-2	i	1	0	0	53*	14	-2	-2
COc1ccc(C2CC(C(F)(F)F)n3nc(C(=O)O)cc3N2)cc1 (configuration not stated)	-5	i	5	-8	-1	-4	-8	-3	9
Cc1noc(C)c1-c1ccc(C(=O)Nc2ccccc2)c2occc12	10	i	-11	1	-2	8	22	-5	-8
Cc1ccc(S(=O)(=O)N(C)Cc2ccc(C(=O)N/N=C3\CC(=O)CC(C)(C)C3)cc2)cc1	0	i	0	-1	2	-9	-1	6	-2
CCOC(=O)c1c(C)nc2sc3c(c2c1-c1ccc(OC)cc1)NC(c1ccccc1)NC3=O (configuration not stated)	5	i	10	-7	-1	0	-2	-2	-9
Cc1cc(S(=O)(=O)N2CCCC2C(=O)N2CCOCC2)c(C)cc1Cl (configuration not stated)	-1	i	-10	7	7	-10	4	-3	7

2 records drawn at random from those above, as already listed:
SMILES	MT1-MMP act inh	Neddylation inh	CendR NRP1 mod	E coli Lon inh	Rin1-Abl PPI inh	FAS TE block	SKN-1 inh	MsrA act	PABP1 MLLE inh
COC1OC(c2ccccc2)=C(c2cnc(N)nc2)c2ccc(F)cc21 (configuration not stated)	-1	i	-2	0	·	-6	11	-4	·
CC(C)Cn1c(N)c(C(=O)COC(=O)c2cccnc2Cl)c(=O)n(C)c1=O	6	i	6	-8	2	-1	-17	1	-1
